Assay outcomes as filed in PubChem.
ROMK primary: modulates human ROMK potassium channel activity; P48048; AID 1918; Tet-inducible ROMK, thallium flux fluorescence; actives lie on both sides; 2% of 130,000 active; B-score at 10 µM;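 active = signal ratio slope over the read window, or its plate-corrected B-score, at least 3 SD from the plate mean, either direction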;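 note: B-score of the F/F0 ratio slope over 7 to 12 s after thallium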
Target sequence (P48048 whole entry, looked up): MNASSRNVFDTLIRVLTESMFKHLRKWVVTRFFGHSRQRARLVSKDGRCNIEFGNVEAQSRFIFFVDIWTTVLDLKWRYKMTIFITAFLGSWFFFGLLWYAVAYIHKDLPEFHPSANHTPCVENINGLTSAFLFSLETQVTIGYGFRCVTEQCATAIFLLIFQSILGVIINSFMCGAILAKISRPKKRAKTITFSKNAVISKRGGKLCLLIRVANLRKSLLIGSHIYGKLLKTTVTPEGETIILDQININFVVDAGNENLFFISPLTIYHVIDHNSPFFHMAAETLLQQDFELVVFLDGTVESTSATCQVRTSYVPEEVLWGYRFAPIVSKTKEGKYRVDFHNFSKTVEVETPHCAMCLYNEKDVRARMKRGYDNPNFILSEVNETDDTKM
S1P3 antag: S1P3 (human) receptor antagonism. inhibition, % at 4.98 µM. Q99500. CHO S1P3 NFAT-BLA reporter, FRET fluorescence, antagonist mode. 0.27% of 170,000 active;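 active = inhibition above the plate cutoff, the mean inhibition of test wells on that plate plus 3 SD, cut at about 28% in these data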;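 note: cells challenged with S1P at its EC80 of 0.8 µM; blue over green emission ratio from cleaved BLA substrate after 4 h stimulation; 0% = S1P-stimulated wells and 100% = unstimulated DMSO-only wells; some compounds past the cut are filed as inactive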
TLR4 MyD88 comp: blocks binding of human TLR4 to MyD88. 0.18% of 200,000 active. HeLa CL3-4 TLR4/MyD88 BLA complementation, FRET ratio. AID 861. inhibition, % at 8.4 µM. O00206+Q99836; in the data active = inhibition above about 25%;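 note: 0% = vehicle and 100% = reference inhibitor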
bIAP act: increases bovine intestinal alkaline phosphatase activity | activation factor at 20 µM | 0.17% of 200,000 active | AID 1016 | purified bovine IAP, CDP-star luminescence, 30 min; active compounds read high; fold of DMSO-control signal, blank-subtracted;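 active = activation factor of 2 or more at 20 µM, a signal rise over negative controls twice the positive control's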
PPARg SRC-3 ag: promotes SRC-3 coactivator recruitment by human PPARgamma | P37231 | biochemical PPARgamma/SRC-3 coactivator recruitment assay | activation, % at 8 µM | 0.26% of 200,000 active; in the data active = activation above about 23%;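 note: 0% = DMSO and 100% = reference agonist; some compounds past the cut are filed as inactive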
Target sequence (P37231 whole entry, looked up): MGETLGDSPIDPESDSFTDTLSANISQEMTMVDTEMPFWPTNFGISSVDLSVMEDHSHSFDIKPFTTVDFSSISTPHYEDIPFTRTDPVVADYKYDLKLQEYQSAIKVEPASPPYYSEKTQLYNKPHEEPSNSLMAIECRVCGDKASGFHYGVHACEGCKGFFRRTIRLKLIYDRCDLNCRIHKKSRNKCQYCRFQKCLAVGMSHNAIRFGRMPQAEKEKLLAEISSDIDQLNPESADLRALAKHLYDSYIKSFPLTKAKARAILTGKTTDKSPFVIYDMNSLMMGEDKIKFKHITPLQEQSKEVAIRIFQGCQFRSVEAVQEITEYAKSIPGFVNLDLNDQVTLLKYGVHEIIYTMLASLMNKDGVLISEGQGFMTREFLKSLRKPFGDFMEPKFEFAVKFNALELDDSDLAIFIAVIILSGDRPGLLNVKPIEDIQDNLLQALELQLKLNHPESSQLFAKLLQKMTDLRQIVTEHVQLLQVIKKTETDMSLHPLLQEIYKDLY
PPARg SRC-1 ag: PPARgamma-driven SRC-1 recruitment agonism | AID 631 | 0.41% of 200,000 active | P37231 | activation, % at 8 µM | PPARgamma-SRC-1 coactivator recruitment biochemical assay; in the data active = activation above about 19%;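 note: 0% = DMSO and 100% = reference agonist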
PPARg SRC2 recr: promotes SRC-2 coactivator recruitment by human PPARgamma. P37231. PPARgamma LBD-SRC-2 recruitment, biochemical. activation, % at 8 µM. 0.34% of 200,000 active. AID 1032; in the data active = activation above about 22%;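 note: 0% = vehicle and 100% = reference agonist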
SRC2 TRFRET art: flags TR-FRET format artefacts in PPARgamma SRC-2 recruitment agonist screen; TR-FRET artefact counter-screen; active compounds read high; TR-FRET ratio at 8 µM; 0.4% of 200,000 active; AID 1049; in the data active = TR-FRET ratio above about 2000; note: inactives centre near 1500
Lmaj promast: Leishmania major promastigote growth inhibition; Leishmania major promastigotes, resazurin fluorescence viability; inhibition, % at 10 µM; 9% of 200,000 active; AID 1063; in the data active = inhibition above about 50%;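 note: promastigotes grown with compound for 44 hours at 28 °C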
bIAP inh: intestinal alkaline phosphatase (bovine) inhibition | purified bovine IAP, CDP-star luminescence, 30 min | 190,000 tested, under 10 active | AID 1019 | inhibition, % at 20 µM;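 active = over 50% inhibition of intestinal alkaline phosphatase at 20 µM in the single-dose screen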
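test system = bovine IAP enzyme | medium = DEA buffer 100 mM, pH 9.8, with MgCl2 1.0 mM, ZnCl2 0.02 mM | detection = luminescence | dosing = single compound dose of 20 µM, 2% DMSO final | incubation = 30 min reaction at room temperature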
Redox H2O2 prof: compounds producing H2O2 with reducing agent – biochemical, NIH compound library profiling, artefact control for MLSCN library redox annotation, primary screen. DTT-dependent redox cycling H2O2, phenol red/HRP absorbance; 100% = 100 µM peroxide control, 0% = buffer. activation, % at 10 µM. 0.03% of 200,000 active. AID 878;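 active = activation of at least 50% relative to the plate's high and low controls in the primary single-dose screen; inactive = activation below 50%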;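 note: compound incubated with DTT at 0.8 mM final as the reducing agent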
The depositor's hits bear a star; x = not tested or not shown.

SMILES	ROMK primary	S1P3 antag	TLR4 MyD88 comp	bIAP act	PPARg SRC-3 ag	PPARg SRC-1 ag	PPARg SRC2 recr	SRC2 TRFRET art	Lmaj promast	bIAP inh	Redox H2O2 prof
COCCNCC(=O)Nc1ccc(OC(F)(F)F)cc1	0.55	-3	0	1	0	-1	7	1748	-9	-2	-0.2
CCn1c(=O)cc(OCC(=O)NC(C)c2ccc3c(c2)OCCO3)c2ccccc21 (stereo not given)	-2.5	x	0	1.1	-4	-2	1	1620	5	-9	-0.1
CCOC(=O)C1CCN(C(=O)CNC(=O)OC(C)(C)C)CC1	x	-6	2	1	11	3	-2	1435	-3	-2	1.9
O=C(CCc1ccccc1)NC(NC(=S)Nc1ccc(Br)cc1)C(Cl)(Cl)Cl (stereo not given)	0.82	x	5	0.7	-2	2	7	1526	0	28	0.1
COc1ccc(NC(=O)Nc2ccccc2F)cc1Cl	0.65	16	7	1	4	8	4	1687	-4	2	-0.1
CC12CCC(C(N)=O)(c3nc4ccccc4nc31)C2(C)C (stereo not given)	x	-4	12	1	-4	0	3	1780	0	3	-0.2
O=C(O)CCCNS(=O)(=O)c1cccc2nsnc12	-0.006	x	1	1	-8	1	-5	1377	-1	3	0.5
Cc1ccc(-n2c(SCC(=O)N3c4ccccc4Sc4ccccc43)nnc2-c2ccncc2)cc1	x	-5	6	0.8	2	4	-4	1626	63*	16	1.2
O=C(Nc1ccon1)c1ccc(S(=O)(=O)N2CCOCC2)cc1	-0.089	-14	-5	1	1	11	10	1750	-4	4	0.0
Cc1cc(C)nc(SCc2ccc(C(=O)N/N=C/c3ccncc3)cc2)n1	1.5	2	-15	1	2	3	-9	1396	2	-2	-0.2
O=C(COc1ccc(Cl)cc1)NCc1nnc(SCC(=O)c2ccccc2)o1	0.039	x	-3	1.1	-2	0	-1	1725	-5	-7	-1.1
CCO[C@@H]1OC(C(=O)NC2CC2)=C[C@H](c2ccc(C(F)(F)F)cc2)[C@H]1CCCO	x	-18	-12	1	2	19	13	1702	4	0	-0.3
Cc1ccccc1-n1c(=O)c2ccccc2n(CC(=O)NCc2ccco2)c1=O	-2.1	-2	-12	1.2	-3	-2	1	1608	-2	-22	0.3
O=C(O)c1ccc2nc(-c3ccco3)c(-c3ccco3)nc2c1	-0.39	-6	2	1.3	6	3	1	1646	-3	-25	0.0
CSc1ccc(C(=O)C2CCCN(S(=O)(=O)c3c(C)noc3C)C2)cc1 (stereo not given)	0.4	2	5	0.9	2	1	-1	1630	-5	7	-0.2
CCOC(=O)c1cc2ccc(OC)c(OC)c2c(=O)s1	-0.33	-28	-5	0.9	-12	1	9	1606	4	11	0.2
COc1cccc2cc(C(C)N(CCCN3CCOCC3)C(=S)Nc3c(C)cccc3C)oc12 (stereo not given)	x	-8	-10	1	-4	7	0	1425	53*	-2	-0.1
CCOC(=O)CC(=O)CSc1nc2c(sc(=S)n2-c2ccccc2)c(=O)[nH]1	0.46	x	8	1	1	5	5	1570	-6	5	0.2
O=C(NCc1cccs1)Nc1ccc2c(c1)OCO2	x	-30	13	0.9	-19	-8	2	1424	0	9	2.7
CCSc1cc(C)nc2c(-c3ccccc3)c(C)nn12	x	x	0	0.9	-3	-5	2	1487	2	9	-0.3
C=CCNc1sc(C(=O)c2ccccc2)c(N)c1-c1nc2ccccc2s1	x	x	3	0.8	2	-5	-1	1494	1	18	-3.9
CCOC(=O)C1=C(C)NC(=O)NC1c1ccc(N(CC)CC)cc1 (stereo not given)	x	4	-7	1	17	4	11	1697	-1	2	-1.6
Cc1nc2nc3c(cn2n1)C(=O)CCC3	x	x	1	1	-3	5	5	1366	1	3	1.6
CCC(=O)Nc1nc2ccc(NC(=O)c3cc(OC)c(OC)c(OC)c3)cc2s1	x	17	-10	1.1	0	-1	1	1629	9	-8	0.5
Cc1ccc(OCc2nnc(NC(=O)OCC(C)C)s2)c(C)c1	0.25	x	-15	0.9	4	0	13	1611	-8	13	-3.5
O=C(Nc1cccc2ccccc12)/C(Cl)=C/c1ccccc1	x	x	-7	0.3	5	2	1	1564	-2	x	2.0
CC(OC(=O)Cn1c(C(F)(F)F)nc2ccccc21)C(N)=O (stereo not given)	x	x	4	1	-15	-1	4	1445	-4	0	-4.1
CCC(C)n1cnc2c(c1=O)c1nc3ccccc3nc1n2-c1ccc2c(c1)OCCO2 (stereo not given)	0.014	1	-2	0.9	2	8	4	1719	38	7	-0.4
O=C(Nc1ccc2c(c1)OCO2)C1CCCN1C(=O)Nc1ccccc1F (stereo not given)	x	x	6	1	7	4	2	1576	0	3	2.0
Cc1ccc(S(=O)(=O)N2CCN(C(=O)N(C)C)CC2)cc1	-0.54	4	-12	1.2	0	-2	0	1523	-5	-18	0.2
O=C(CSc1ccc(Cl)cc1)N1CCC(c2nc3ccccc3s2)CC1	x	x	1	1	-2	-1	-4	1668	1	4	-8.6
NC(=S)Cc1nc2n(n1)Cc1ccccc1-2	-0.061	x	3	1	2	1	7	1693	-4	-2	-0.1
CCN1C(=O)/C(=C\C=C2/C=CC=CN2CC)SC1=S	x	-8	-10	0.9	2	8	3	1417	-10	11	-0.2
COc1ccc(OCCSc2nnc3c(Cl)cc(Cl)cn23)cc1	x	-2	-2	1	2	2	6	1491	-2	4	-0.3
O=C(Nc1ccc(Br)cc1)c1ccc(CSC2=NCCS2)cc1	x	x	11	1	0	2	7	1723	6	-4	-3.4
COc1cc(N=c2oc3c(C)ncc(CO)c3cc2C(N)=O)cc(OC)c1OC	0.53	-1	5	0.6	2	-2	-2	1421	8	40	0.5
CC(=O)Nc1ccc(-c2csc(Nc3ccc(S(N)(=O)=O)cc3)n2)cc1	0.17	-17	7	1	0	10	5	1659	0	-3	-1.7
COc1ccc(NC(=O)NNC(=O)CCC(=O)Nc2ccccc2Cl)cc1	-0.39	-10	-10	1.2	3	0	-2	1566	-7	-18	-1.7
COc1ccc(Cl)cc1Nc1nc(-c2sc(NC(=O)c3ccccc3)nc2C)cs1	x	x	3	0.9	13	4	7	1644	41	6	22
CCN(CC)c1nc(OCCNC(=O)Nc2ccccc2)nc(N(CC)CC)n1	-0.021	x	11	1.4	8	-2	11	1368	26	-42	0.0

Fetched by structure from the entries so far:
SMILES	ROMK primary	S1P3 antag	TLR4 MyD88 comp	bIAP act	PPARg SRC-3 ag	PPARg SRC-1 ag	PPARg SRC2 recr	SRC2 TRFRET art	Lmaj promast	bIAP inh	Redox H2O2 prof
O=C(CSc1ccc(Cl)cc1)N1CCC(c2nc3ccccc3s2)CC1	x	x	1	1	-2	-1	-4	1668	1	4	-8.6
O=C(Nc1cccc2ccccc12)/C(Cl)=C/c1ccccc1	x	x	-7	0.3	5	2	1	1564	-2	x	2.0
Cc1nc2nc3c(cn2n1)C(=O)CCC3	x	x	1	1	-3	5	5	1366	1	3	1.6
COc1ccc(Cl)cc1Nc1nc(-c2sc(NC(=O)c3ccccc3)nc2C)cs1	x	x	3	0.9	13	4	7	1644	41	6	22

Continued.
SMILES	ROMK primary	S1P3 antag	TLR4 MyD88 comp	bIAP act	PPARg SRC-3 ag	PPARg SRC-1 ag	PPARg SRC2 recr	SRC2 TRFRET art	Lmaj promast	bIAP inh	Redox H2O2 prof
COc1cc(/C=N/c2oc(-c3ccccc3)cc2C#N)ccc1O	x	x	14	0.8	-12	4	-8	1451	-2	16	1.3
Cc1ccc(C)c(NC(=O)COC(=O)CCCN=C2NS(=O)(=O)c3ccccc32)c1	0.55	-16	-24	0.6	1	3	0	1624	-7	40	-0.8
O=C(c1cccc(Oc2c(Cl)cccc2[N+](=O)[O-])c1)N1CCCCC1	-1.2	-6	-12	1	-2	3	-7	1473	8	1	0.8
CC(C)(C)NC(=O)c1ccc2nccnc2c1	x	-9	-7	0.9	13	11	0	1534	-4	13	2.7
Cc1onc(-c2ccccc2)c1-c1ccc(S(N)(=O)=O)cc1	x	-7	x	0.8	3	0	1	1489	x	19	x
COc1ccc(C(=O)NC(=S)N2CCN(C)CC2)cc1Br	0.51	-7	14	0.9	6	2	8	1594	-6	10	-0.6
O=C(O)CCn1c(CO)nc2ccccc21	0.0066	1	-12	1	3	10	4	1506	0	0	0.3
COCC(C)n1c(C)cc(C(=O)CN2C(=O)NC(Cc3c[nH]c4ccccc34)C2=O)c1C (stereo not given)	0.53	x	0	1	-1	5	7	1609	4	-4	0.1
O=C(NC(=S)Nc1ccc(S(=O)(=O)N2CCCCC2)cc1)c1ccc(Cl)cc1	0.47	x	-10	0.9	0	2	4	1417	-3	6	0.0
Cc1ccccc1NC1=CC(=O)CC(C)(C)C1	0.95	x	5	0.9	7	2	8	1531	-5	11	0.5
CCCCCC(=O)N1CCN(c2ccc(C(C)=O)cc2F)CC1	x	18	-2	1	1	6	-3	1660	-4	3	0.1
CCOC(=O)c1ccc(S(=O)(=O)N2CCN(C(=O)CSc3nc4ccccc4o3)CC2)cc1	x	-6	11	1	-4	2	-6	1429	-4	2	0.3
O=S(=O)(Nc1ccc(N=Nc2ccc(O)c3ccccc23)cc1)c1ccccc1	1.7	-5	-3	1.7	1	1	-9	1386	86*	-68	0.7
COCCNc1oc(-c2ccc(Cl)cc2)nc1C#N	-0.22	x	-1	1	5	-2	4	1640	-15	-2	-0.3
CCOc1ccc2nc(NC(=O)CSc3nc4ccccc4c(=O)n3Cc3ccco3)sc2c1	x	6	-4	1	-13	6	-1	1329	7	-4	-0.8
Cc1ccc(-c2ccc(C(=O)Nc3cccc(F)c3)o2)c2ccccc12	0.75	-11	-10	1	4	-2	-3	1428	25	4	1.1
COc1cc(/C=C/C(=O)O)ccc1S(=O)(=O)N1CCCc2ccccc21	0.89	-16	8	0.9	-2	-2	1	1466	23	9	0.0
CCC1(CC)NC(=O)N(CC(=O)OCn2nnc3ccccc3c2=O)C1=O	x	-13	-1	1.1	5	1	6	1532	3	-7	-0.9
FC(F)(F)c1cccc(Nc2ncnc3ccccc23)c1	-1.5	x	-1	0.9	-6	5	3	1552	34	14	0.3
CCCCCCNCCn1cnc2c(N)ncnc21	x	x	1	1	12	6	10	1564	-8	0	-4.1
CC(C)CNC(=O)CN(C1CCCCC1)S(=O)(=O)c1ccccc1	-1.4	x	3	1.1	-4	2	-3	1485	14	-8	-0.5
COc1ccc(CCC2(C)NC(=O)NC2=O)cc1 (stereo not given)	0.0064	-1	-3	0.9	-1	-4	-1	1417	-6	14	-1.8
Cc1ccc2c(c1)-c1c(ssc1=S)C(C)(C)N2C(=O)CSC1=NCCS1	x	x	-2	0.8	0	8	5	1584	87*	25	2.0
CCCNc1cc(C)oc(=O)c1C(=O)CCC	-0.18	x	-5	0.9	-5	-1	5	1512	-3	10	0.1
Cc1coc2cc3oc(=O)c4c(c3cc12)CCCC4	x	-12	-3	0.9	9	-1	7	1526	2	11	-1.0
c1ccc(C2=NN(c3ccccc3)C(c3ccco3)C2)cc1 (stereo not given)	0.035	-7	-22	1.2	1	10	5	1525	2	-20	0.3
Cc1ccc(C(=O)N/N=C\c2ccc(Br)o2)o1	x	x	9	1	1	-7	9	1445	-3	4	-4.1
COc1ccc(NC(=O)c2cc3nc(-c4ccccc4)cc(C)n3n2)cc1OC	-0.048	18	-1	0.9	-4	-4	-5	1529	19	12	-0.1
